Assay outcomes (PubChem)
PMI activator – activators of human PMI, primary screen, biochemical, fluorescence intensity, near-Km mannose 6-phosphate; 0.005% of 190,000 active; activation factor at 20 µM; purified human PMI, coupled resazurin fluorescence, 20 min; stronger effect = higher value; 1 = vehicle control, 0 substrate-free wells; Mannose-6-phosphate isomerase (Homo sapiens), P34949;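 active = activation factor of 2 or more at 20 µM, relative to plate controls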
Target sequence (P34949 whole entry, looked up): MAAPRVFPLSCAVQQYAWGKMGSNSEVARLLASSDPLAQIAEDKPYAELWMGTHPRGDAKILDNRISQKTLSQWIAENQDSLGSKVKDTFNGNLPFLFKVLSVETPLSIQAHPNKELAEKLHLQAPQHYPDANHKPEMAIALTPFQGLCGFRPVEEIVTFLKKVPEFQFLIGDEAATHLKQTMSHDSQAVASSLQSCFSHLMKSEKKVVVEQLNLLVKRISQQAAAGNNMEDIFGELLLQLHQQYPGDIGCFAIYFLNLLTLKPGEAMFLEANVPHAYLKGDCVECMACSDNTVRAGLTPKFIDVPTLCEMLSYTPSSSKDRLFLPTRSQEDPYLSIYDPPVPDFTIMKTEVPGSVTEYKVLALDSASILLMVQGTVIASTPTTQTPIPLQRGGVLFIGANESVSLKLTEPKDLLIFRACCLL
Efa HMGR inh – inhibitors of E. faecalis class II HMGR, primary screen, biochemical, Enterococcus faecalis; purified E. faecalis HMGR, NADPH absorbance 340 nm kinetic; inhibition, % at 10 µM; 0.41% of 190,000 active; AID 1066, 2008;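 active = inhibition above a set limit, the median over all tested compounds plus 3 SD, cut at about 9.5% in these data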;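 note: enzyme runs in reverse so mevalonate oxidation gives rising NADPH absorbance; 0% = complete reaction with DMSO and 100% = background rate lacking mevalonate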
Hsp70 act – Hsp70 transcriptional activators, primary screen, cell-based, HeLa, Hsp70 promoter luciferase, luminescence, 10 µM; HeLa Hsp70 promoter luciferase reporter; scaled: vehicle 0, proteasome-inhibitor control 100%; AID 1203, 2008; 0.04% of 200,000 active; activation, % at 10 µM;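 active = activation above the mean across all tested compounds plus 3 SD, cutoff set per campaign, cut at about 5.5% in these data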;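 note: 100% = MG132 at 30 µM as the positive control and 0% = DMSO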
RAM network inh – inhibitors of the yeast RAM network, primary screen, dse1pr::URA3 reporter, 5-FOA selection | inhibition, % at 50 µM | S. cerevisiae dse1pr::URA3 reporter, 5-FOA growth OD615, 2 d; analog-sensitive cbk1-as2 kinase mutant strain | 1.8% of 190,000 active;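 active = inhibition above a set limit, 3 SD over mean compound inhibition, cut at about 8.4% in these data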;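 note: 0% = DMSO-only wells with no growth and 100% = 10 µM 1-NA-PP1 full growth; inhibition rescues growth on 5-FOA so higher OD means more RAM inhibition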
PMI act hi M6P – human PMI activators, high substrate, primary screen, biochemical, fluorescence intensity, near-saturating mannose 6-phosphate; AID 1216, 2008; activation factor at 20 µM; Mannose-6-phosphate isomerase (Homo sapiens), P34949; 0.34% of 190,000 active; coupled PMI enzyme assay, resazurin fluorescence, 20 min; stronger effect = higher value; 1 = untreated enzyme, 0 = substrate-free blank;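 active = activation factor of 2 or more at 20 µM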
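assay system = human phosphomannose isomerase with PGI, G6PDH, diaphorase coupling enzymes | quantity = 15 ng/mL PMI | incubation = enzyme reaction with compound 20 min at room temperature | medium = HEPES pH 7.4 buffer with MgCl2 and Tween-20 | compound dosing = one concentration, 20 µM, in 1% DMSO | measured by = Diaphorase-driven resazurin-to-resorufin fluorescence, excitation 544, emission 590 nm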
Redox H2O2 prof – compounds producing H2O2 with reducing agent – biochemical, NIH compound library profiling, artefact control for MLSCN library redox annotation, primary screen; DTT-dependent redox cycling H2O2, phenol red/HRP absorbance; 100% = 100 µM peroxide control, 0% = buffer; activation, % at 10 µM; 0.03% of 200,000 active;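 active = activation of at least 50% relative to the plate's high and low controls in the primary single-dose screen; inactive = activation below 50%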;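 note: compound incubated with DTT at 0.8 mM final as the reducing agent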
TNAP inh hiacc – human TNAP enzyme inhibitors, primary screen, biochemical, luminescent, high phosphate acceptor level, uHTS. purified TNAP, CDP-star luminescence, 1 M DEA. 0.03% of 200,000 active. inhibition, % at 20 µM. Alkaline phosphatase, tissue-nonspecific isozyme (Homo sapiens), P05186;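 active = over 50% inhibition of tissue-nonspecific alkaline phosphatase at 20 µM in the single-dose screen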;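 note: plate controls were DMSO wells for no effect and EDTA-quenched wells as full inhibition for full effect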
Target sequence (P05186 whole entry, looked up): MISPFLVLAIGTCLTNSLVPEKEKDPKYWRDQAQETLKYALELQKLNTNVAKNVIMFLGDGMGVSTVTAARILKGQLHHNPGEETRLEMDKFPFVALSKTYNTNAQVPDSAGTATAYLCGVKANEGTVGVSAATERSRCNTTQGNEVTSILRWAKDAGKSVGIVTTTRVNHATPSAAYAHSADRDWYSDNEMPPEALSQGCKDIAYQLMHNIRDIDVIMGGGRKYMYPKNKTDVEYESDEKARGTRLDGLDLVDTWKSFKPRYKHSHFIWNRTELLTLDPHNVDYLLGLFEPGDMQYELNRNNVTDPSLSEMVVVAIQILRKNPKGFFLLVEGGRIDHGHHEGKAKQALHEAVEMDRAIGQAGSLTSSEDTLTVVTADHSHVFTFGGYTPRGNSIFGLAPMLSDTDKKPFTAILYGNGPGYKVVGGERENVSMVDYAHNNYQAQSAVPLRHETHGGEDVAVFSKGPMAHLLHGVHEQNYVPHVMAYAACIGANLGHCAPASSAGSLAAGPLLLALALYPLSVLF
L major viab – Leishmania major promastigote growth inhibition, primary screen; Leishmania major promastigotes, resazurin fluorescence viability; inhibition, % at 10 µM; 9% of 200,000 active; AID 1063, 2008; in the data active = inhibition above about 50%;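 note: promastigotes grown with compound for 44 hours at 28 °C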
TNAP inh no acc – human TNAP enzyme inhibitors, primary screen, biochemical, luminescent, no phosphate acceptor, uHTS; 0.26% of 200,000 active; AID 1012, 2008; purified TNAP, CDP-star luminescence, 30 min; Alkaline phosphatase, tissue-nonspecific isozyme (Homo sapiens), P05186; inhibition, % at 20 µM;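 active = tissue-nonspecific alkaline phosphatase inhibition above about 50% at 20 µM in the single-dose screen, limit read from the data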;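 note: 0% = DMSO negative control and 100% = EDTA positive control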
S1P3 antag – S1P3 receptor antagonists, primary screen, cell-based; Sphingosine 1-phosphate receptor 3 (Homo sapiens), Q99500; CHO S1P3 NFAT-BLA reporter, FRET fluorescence, antagonist mode; inhibition, % at 4.98 µM; 0.27% of 170,000 active; AID 485, 2006;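 active = inhibition above the plate cutoff, the mean inhibition of test wells on that plate plus 3 SD, cut at about 28% in these data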;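 note: cells challenged with S1P at its EC80 of 0.8 µM; blue over green emission ratio from cleaved BLA substrate after 4 h stimulation; 0% = S1P-stimulated wells and 100% = unstimulated DMSO-only wells; some compounds past the cut are filed as inactive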
Active calls of the source: *; . = no result given.

Sequence of screens: PMI activator, Efa HMGR inh, Hsp70 act, RAM network inh, PMI act hi M6P, Redox H2O2 prof, TNAP inh hiacc, L major viab, TNAP inh no acc, S1P3 antag
1: Cc1ccc(NC(=O)n2ccc(-c3ccc(-n4ccnc4)cc3)n2)cc1
→ 1.1, -1.5, -0.1, -0.2, 1, -0.8, 0.7, 8.4, -9.8, -12.2
2: COc1ccccc1-c1nc(C#N)c(N2CCc3ccccc3C2)o1
→ 1, -3.0, 0.3, 10.4*, 1, 0.2, -3.4, 2.7, -7.9, -6.7
3: O=Cc1cn(CCC(=O)O)nc1-c1cc2ccccc2o1
→ 1, -3.5, -0.3, 0.9, 0.9, -0.1, -6.8, 42.3, 1.3, 0.4
4: CN(CC(=O)N1CCN(c2ccccn2)CC1)S(=O)(=O)c1ccc2ccccc2c1
→ 0.9, -4.8, -0.4, 0.1, 0.9, 0.1, -1.1, -5.3, -8.4, 9.4
5: CCc1cc(C=C(Cl)Cl)oc(=O)c1C
→ 1.1, -0.4, 0.0, 1.0, 1, 1.3, -2.5, -4.0, -5.7, 4.4
6: CCOc1ccccc1OCCOCCN1CC(C)OC(C)C1 (stereo unspecified)
→ 0.9, -1.2, -0.1, 0.4, 0.9, 2.1, -3.3, 63.2*, -11.9, -6.5
7: O=C(c1ccccc1F)N1CCN(S(=O)(=O)c2ccc3c(c2)OCCO3)CC1
→ 1, -9.7, -0.1, 2.9, 1, -0.8, 0.9, -3.3, -7.1, -21.2
8: COc1cc(NC(=S)NCc2cccnc2)cc(OC)c1OC
→ 1, -3.8, -0.2, -0.9, 1, -1.1, -7.2, 11.7, -8.0, -6.1
9: CCN(CC)S(=O)(=O)c1ccc(OC)c(NC(=O)c2cc(C)on2)c1
→ 1, -7.1, -0.2, 2.9, 1, 0.1, -2.2, 9.3, -8.7, -15.2
10: CC(C(=O)Nc1nncs1)N1C(=O)C2C3C=CC(C3)C2C1=O (stereo unspecified)
→ 0.9, -9.6, 0.1, -0.6, 0.9, -1.5, -0.1, 4.6, -2.6, -18.4

Other entries.
Sequence of screens: PMI activator, Efa HMGR inh, Hsp70 act, RAM network inh, PMI act hi M6P, Redox H2O2 prof, TNAP inh hiacc, L major viab, TNAP inh no acc, S1P3 antag
11: Clc1cccc(-c2nnc3sc(-c4ccc5c(c4)OCO5)nn23)c1
→ 0.9, ., ., ., 0.9, ., -5.3, ., -9.5, -21.6
12: CCOC(=O)C(=O)Nc1ccccc1C(=O)NCc1ccccc1
→ 0.9, 0.5, -0.5, 0.0, 0.9, -0.1, -2.8, 19.1, -6.6, -4.7
13: O=C(Oc1ccc2c(=O)c(Oc3ccc4ccccc4c3)coc2c1)c1cccnc1
→ 1.1, -8.6, -0.2, 3.3, 0.9, -0.4, -0.4, -11.3, 3.8, 4.8
14: O=C(N/N=C/c1ccc2cccc(OCc3ccccc3)c2n1)c1ccc(Br)cc1
→ 0.9, 0.3, -0.3, 3.2, 0.9, -5.4, 1.7, 75.0*, -1.9, .
15: CCCOc1cccc(C(=O)Nc2cccnc2)c1
→ 1.1, 2.1, 0.1, -0.5, 0.9, -0.2, -9.9, 1.5, -2.2, -5.2
16: Cc1ccc(C(=O)Nc2ccc(F)cc2F)o1
→ 1, -4.0, -0.3, 1.3, 1, 0.3, -6.0, 1.1, -6.6, .
17: CC(=O)Nc1ccc(/C(C)=N/Nc2nc(N3CCOCC3)nc(N3CCOCC3)n2)cc1
→ 1, -0.1, -0.3, 1.0, 0.9, -0.2, -0.8, -2.9, -10.6, -19.3
18: Cc1cccc(NC(=O)CN2C(=O)N/C(=C/c3cc(C)n(C(C)C)c3C)C2=O)c1
→ 0.9, 1.0, -0.3, 3.9, 1, 0.8, 0.7, 35.7, -8.6, .
19: O=C(C1CCN(S(=O)(=O)N2CCOCC2)CC1)N1CCN(Cc2ccc3c(c2)OCO3)CC1
→ 1, -3.5, -0.5, 1.4, 1, -1.4, -1.0, -4.6, 5.5, -3.3
20: Cc1cccc(C)c1OCC(=O)Nc1nnc(C2CCCO2)s1 (stereo unspecified)
→ 0.9, -3.3, -0.3, 2.8, 0.5, 0.2, -3.6, -6.3, 0.4, -3.9

(continued)
Sequence of screens: PMI activator, Efa HMGR inh, Hsp70 act, RAM network inh, PMI act hi M6P, Redox H2O2 prof, TNAP inh hiacc, L major viab, TNAP inh no acc, S1P3 antag
21: O=c1cc(-c2ccc([N+](=O)[O-])cc2)c2ccc(O)cc2o1
→ 1.1, 0.1, -0.2, 3.8, 1, -1.7, 2.8, -9.7, 0.7, -0.8
22: CCCCCCC(=O)N=Nc1c(O)[nH]c2ccc([N+](=O)[O-])cc12
→ 1.1, -6.8, -0.2, 2.8, 1, -0.2, 3.3, 78.2*, 0.6, -6.3
23: CCOC(=O)c1c(N)sc2c1CCCC2
→ 0.9, -1.7, -0.5, 2.2, 0.8, -0.6, 0.2, -8.4, -8.6, 9.7
24: Cc1c(N2C(=O)c3ccccc3C2=O)c(=O)n(-c2ccccc2)n1C
→ 1.1, 1.2, 0.1, -0.9, 1.2, 0.1, -6.6, -3.3, 0.7, 5.3
25: O=c1cc(-c2ccc([N+](=O)[O-])cc2)nc2cc(-c3ccc(F)cc3)[nH]n12
→ 0.9, -3.5, -0.2, 2.6, 1.1, 0.2, 6.9, -7.8, 27.5, -8.6
26: CC(=O)c1cccc(NS(=O)(=O)c2ccc(N/C=C/C(=O)c3ccc(F)cc3)cc2)c1
→ 0.8, 3.0, -0.5, 9.6*, 0.9, 0.2, -0.4, 16.3, -6.0, 7.3
27: CC(=O)Nc1cc2c(cc1C(=O)C(C)C)OCCO2
→ 1, -1.4, -0.2, -1.0, 1.1, 0.8, -7.2, -0.5, -7.6, 5.7
28: CSc1nnc2n(CCc3ccccc3)c(=O)c3c4c(sc3n12)CCCC4
→ ., ., -0.3, ., ., 3.7, ., -2.0, ., 14.9
29: N#Cc1nc(-c2ccco2)oc1NCc1cccnc1
→ 1, 0.9, -0.5, 1.1, 1, -0.2, 0.6, -1.0, -6.7, -0.2
30: COC(=O)C(C)N(C(=O)c1cccc(Cl)c1)c1c(C)cccc1C (stereo unspecified)
→ 1.1, -2.2, 0.0, 0.5, 1.1, 0.3, -3.3, 42.7, -15.3, .

Remaining list, next part:
Sequence of screens: PMI activator, Efa HMGR inh, Hsp70 act, RAM network inh, PMI act hi M6P, Redox H2O2 prof, TNAP inh hiacc, L major viab, TNAP inh no acc, S1P3 antag
31: O=C(Nc1ccc(F)cc1F)c1ccccc1-c1ccccc1
→ 0.8, -1.8, -0.3, 0.9, 0.9, 1.0, -0.8, -0.6, -12.0, -16.1
32: COc1ccc(OC)c(C(=O)CSc2nccc(-c3ccc(Br)cc3)n2)c1
→ 0.9, -2.6, -0.1, 1.1, 0.9, 1.6, -4.4, -0.9, 2.1, .
33: COc1ccc(C(=O)NCc2ccccn2)cc1[N+](=O)[O-]
→ 1, -3.1, -0.1, 1.2, 1, -0.8, -1.2, -1.1, -11.0, -8.4
34: COc1ccccc1-c1nnc(SCc2ccccn2)n1C
→ 1, -1.0, -0.2, 1.9, 1, -2.7, -8.6, -7.4, -9.8, -36.3
35: COc1ccc(CCN(Cc2cc3cccc(C)c3[nH]c2=O)C(=O)N2CCCC2)cc1OC
→ 0.9, -0.1, -0.2, 2.1, 1, 1.4, -6.2, 7.0, -10.6, -35.2
36: COc1ccc(S(=O)(=O)N2CCc3ccccc32)cc1C(=O)OCc1nnc(-c2ccccc2)o1
→ 1, -4.8, -0.2, 5.3, 0.9, -0.1, 1.3, 11.1, -1.7, 10.9
37: CS(=O)(=O)NN1C(=O)c2ccccc2NC1c1ccccc1O (stereo unspecified)
→ 1, -6.5, 0.0, 0.9, 1, -1.7, -3.7, -2.2, -16.6, -18.4
38: COc1ccccc1C(=O)C1CCCN(C(=O)CN2CCCCC2=O)C1 (stereo unspecified)
→ 0.9, -2.1, 0.2, -1.3, 1, 1.1, -4.3, -2.9, -6.3, -6.2
39: Cc1ccc(C(=O)N/N=C2\CCCc3ccccc32)c(C)c1
→ 1.1, -1.3, 0.1, -0.2, 1.1, -0.9, -5.9, 15.6, -6.0, -5.6
40: CSC1=NCCN1C(=O)COc1ccccc1
→ 1, -2.6, -0.4, 0.0, 1, -1.1, -6.3, 6.0, -4.2, -20.6

Continued.
Sequence of screens: PMI activator, Efa HMGR inh, Hsp70 act, RAM network inh, PMI act hi M6P, Redox H2O2 prof, TNAP inh hiacc, L major viab, TNAP inh no acc, S1P3 antag
41: O=C1NC(=O)C2(COC(c3ccccc3Cl)OC2)S1 (stereo unspecified)
→ 0.8, -6.0, 0.2, 0.4, 0.9, -0.1, -1.0, -3.4, -4.4, -17.4
42: CCC(=O)OC1c2ccccc2C(=O)N1Cc1ccccc1 (stereo unspecified)
→ 0.9, -1.5, -0.4, 1.0, 0.9, -1.2, -2.6, -5.1, -4.6, .
43: COCc1cc(=O)[nH]c(/N=C(\N)Nc2cccc(Cl)c2)n1
→ 0.9, -1.3, -0.2, 0.5, 0.9, 0.1, 0.0, -1.6, -85.3, -4.3
44: Cc1ccc(-n2ncc3c(N4CCN(c5ccccc5)CC4)ncnc32)c(C)c1
→ 0.9, -3.3, -0.5, 2.8, 1, 0.7, -3.9, 1.2, -3.1, .
45: CC(C)c1ccc(NC(=O)C2CC(=O)N(C(C)C)C2)cc1 (stereo unspecified)
→ 0.9, -2.0, -0.1, 0.1, 0.9, 1.3, -0.6, -3.8, -8.2, -15.5
46: Cc1ccc(C(=O)Nc2ccc(N3CCOCC3)nc2)cc1
→ 1, 0.1, -0.2, 0.0, 1.1, -8.4, -3.7, 2.5, -8.7, .
47: CCCc1nc(SCC(=O)Nc2cc(C)on2)c2c(=O)n(C)c(=O)n(C)c2n1
→ 1, 1.4, 0.6, 3.1, 1, -0.4, -8.4, -6.8, -15.2, -11.4
48: Cc1ccc(N=C2NC(=O)c3cccc([N+](=O)[O-])c32)cc1
→ 0.8, 0.1, -0.2, 0.1, 0.9, 0.0, 6.5, -1.4, 6.7, -4.1
